OX1R antag-1 – OX1R (human) antagonism; OX1R-expressing cells, FRET antagonist read-out; AID 485270; 1.8% of 330,000 active; O43613; inhibition, % at 6.6 µM; in the data active means inhibition mostly above about 38%, no sharp cut-off; inactive means mostly below about 40%;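 further: 0% = agonist challenge alone and 100% = reference antagonist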
Target sequence (O43613 whole entry, looked up): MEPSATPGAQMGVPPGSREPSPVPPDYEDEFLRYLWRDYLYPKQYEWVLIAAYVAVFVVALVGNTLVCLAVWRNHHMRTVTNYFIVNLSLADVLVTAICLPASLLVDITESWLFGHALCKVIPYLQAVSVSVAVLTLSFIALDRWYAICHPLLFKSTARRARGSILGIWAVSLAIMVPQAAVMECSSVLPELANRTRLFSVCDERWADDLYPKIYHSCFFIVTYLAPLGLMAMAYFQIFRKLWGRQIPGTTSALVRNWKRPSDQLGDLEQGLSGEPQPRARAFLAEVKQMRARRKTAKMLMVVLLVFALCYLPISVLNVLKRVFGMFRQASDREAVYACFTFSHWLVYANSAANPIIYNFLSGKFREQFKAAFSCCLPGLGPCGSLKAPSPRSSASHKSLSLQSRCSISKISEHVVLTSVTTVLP
OX1R antag-2 – antagonists of human orexin 1 receptor; 0.43% of 330,000 active; inhibition, % at 5 µM; AID 434989; O43613; CHO/OX1R cells, Fluo-8 calcium fluorescence, orexin A;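 active means inhibition above its plate's threshold, mean inhibition of all tested compounds on the plate plus 3 SD, cut at about 37% in these data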;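 further: 0% = orexin A challenge wells and 100% = SB-334867-A antagonist wells; not every result past the cut was called active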
* = called active by the depositor. Not a hit list. About 2.1% of those tested had a hit in this group.

Start of the data: the first 2 records, to show the layout:
OX1R antag-1 | OX1R antag-2 | structure
-7 | -11 | Cc1ccc(C)c(NC(=O)c2ncn[nH]2)c1
12 | -13 | O=C(CSc1nnc(-c2ccccc2)o1)OCc1ccccc1

Results, from the first entry:
OX1R antag-1 | OX1R antag-2 | structure
-7 | -11 | Cc1ccc(C)c(NC(=O)c2ncn[nH]2)c1
12 | -13 | O=C(CSc1nnc(-c2ccccc2)o1)OCc1ccccc1
-1 | -14 | Cc1ccc(-c2noc(CCC(=O)N3CCCC3)n2)cc1
-3 | -17 | COc1cccc(CC(=O)OCC(=O)NNC(=O)c2ccc(Br)cc2)c1
14 | -13 | O=C(CSc1ncccc1-c1nc2ccccc2[nH]1)Nc1ccc2c(c1)OCCO2
11 | -8 | CN1CCN(C(=O)c2cc3cc(Cl)ccc3[nH]2)CC1
44 | -14 | c1ccc(-c2cnnc3ccccc23)cc1
22 | -1 | O=C(COc1ccc2c(c1)oc(=O)c1ccccc12)N[C@@H](Cc1c[nH]c2ccccc12)C(=O)O
13 | -8 | CN(C)S(=O)(=O)N1CCC(C(=O)O)(c2ccccc2)CC1
7 | 4 | S=C(NCCc1ccncc1)Nc1ccccc1
11 | -7 | CS(=O)(=O)Oc1ccc2c(c1)O/C(=C\C=C\c1ccccc1)C2=O
17 | -19 | Cc1sc2nc(SCC(=O)O)[nH]c(=O)c2c1C
18 | -14 | O=C(Nc1cccnc1)c1cn(-c2ccccc2)nc1-c1cccs1
5 | -8 | CN(C)/C=C/C(=O)c1ccc(S(=O)(=O)c2ccccc2)cc1
11 | -28 | COc1ccc(Cl)cc1NC(=O)CN1CCC(n2nnc3ccccc32)CC1
25 | 7 | O=S(=O)(NCc1ccc2c(c1)OCO2)c1ccccc1F
9 | -1 | CCc1ccccc1OCC(=O)OCC(=O)Nc1cc(C)on1
23 | -39 | Cc1cccn2c(=O)c3cc(C(=O)NCCCOC(C)C)sc3nc12
21 | -3 | O=C(CNC(=O)c1ccc(S(=O)(=O)N2CCCC2)cc1)N/N=C/c1ccco1
18 | -16 | CCOC(=O)CNc1c(N2CCN(c3ccccn3)CC2)c(=O)c1=O
17 | -12 | COc1ccc(CCN(C)C(=O)CN2C(=O)c3ccccc3S2(=O)=O)cc1OC
3 | 7 | CN1CCN(NC(=O)c2ccc(Br)c(S(=O)(=O)N3CCOCC3)c2)CC1
11 | -39 | O=C(C1c2ccccc2Oc2ccccc21)N1CCN(c2ccc(Cl)cc2)CC1
1 | -20 | COc1ccc(-c2nnn(Cc3ccccc3)n2)cc1OC
-3 | 1 | Nc1nc(Oc2ccc(F)cc2)c(Br)c(=O)[nH]1
1 | -11 | C=CC(=O)N1CCCC(Nc2nc(Nc3ccc(N(C)C(=O)CC)cc3C)nc3nc[nH]c23)C1 (centres undefined)
2 | -13 | O=C(O)CSCC(=O)NCc1csc2ccc(Cl)cc12
41 | 7 | CCc1cc2c(=O)c(-c3cscn3)coc2c(CN(C)C)c1O
-7 | -35 | CC1(C)N=C(N)N=C(N)N1c1ccc(Oc2ccc(Cl)cc2)c(Cl)c1
18 | -15 | COc1ccc(NC(=O)c2sc3nc(C)cc(C)c3c2N)cc1
25 | -16 | Cc1cc(C)c(S(=O)(=O)N2CCCCC2CCNC(=O)C(=O)NCC2CCCO2)c(C)c1 (centres undefined)
3 | -40 | Cc1cc(Cl)c2c(c1)[C@]1(C(=O)N2)[C@@H]2C(=O)N(Cc3ccccc3)C(=O)[C@@H]2[C@@H]2CCCN21
9 | -7 | CCCCOc1ccc(C(=O)NCCC(=O)NCCCC(=O)OCC)cc1
31 | -13 | CC(=O)Nc1ccc(S(=O)(=O)N(C)CC(=O)OCC(=O)Nc2ccc3c(c2)OCO3)cc1
13 | -23 | CC(=O)c1ccc(N2CCN(C(=O)CCS(=O)(=O)c3ccc4c(c3)CCN4C(C)=O)CC2)cc1
15 | -12 | CC(=O)c1cc(-c2ccccc2)n(CC(=O)NC(C)(C)C)c1C
58 | 9 | COc1ccccc1NC(=O)NNC(=O)COc1ccc2ccccc2c1
1 | 1 | Cn1c(SCC(=O)Nc2nccs2)nnc1-c1ccc(S(=O)(=O)N2CCCC2)cc1
-10 | -10 | COc1cc(/C=C/C(=O)OCC(=O)NC(=O)NC(C)(C)C)ccc1OCC#N
31 | -1 | N=c1c(C(=O)NC2CCCCC2)cc2c(=O)n3ccccc3nc2n1CCc1ccccc1
15 | 1 | Cc1onc(-c2c(F)cccc2Cl)c1C(=O)OCn1nnc2ccccc2c1=O
2 | 22 | O=C(CN1C(=O)S/C(=C\c2cc(Cl)c(O)c(Cl)c2)C1=O)Nc1ccccc1
13 | -9 | Cn1c(=O)n(CCc2ccccc2)c2ccccc21
25 | -4 | COCc1[nH][nH]c(=O)c1C=Nc1ccc(Cl)cc1
11 | -35 | COc1ccccc1N1CCN(c2nc(C)cc(C)c2C#N)CC1
0 | 6 | Nc1n[nH]c(C2CCCCC2)n1
-10 | -21 | CC(NC(=O)Nc1ccc(Cl)c(Cl)c1)C(c1ccccc1)N1CCOCC1 (centres undefined)
-2 | -13 | CN(c1ccc(-c2csc(NC(=O)C3CC(=O)N(Cc4ccco4)C3)n2)cc1)S(C)(=O)=O (centres undefined)
8 | -37 | COc1ccc(CCN(C)C(=O)COc2ccc(C(=O)c3ccccc3)cc2)cc1OC
33 | -25 | CC(=O)c1sc(N/N=C2\CC3CCC2(C)C3(C)C)nc1C (centres undefined)
7 | -9 | CC1CCc2nc(NC(=O)CN3CCOCC3)sc2C1 (centres undefined)
2 | -19 | Cc1ccccc1C1CC(c2ccccc2)Nc2ncnn21 (centres undefined)
5 | 1 | CCOCCCNC(=S)Nc1ccc(S(N)(=O)=O)cc1
6 | -21 | COc1ccc([C@H]2CC(=O)C=C(C#CC(C)(C)C)C2)cc1
8 | -3 | CNC(=S)NNC(=O)c1sccc1OCc1ccc(C)cc1
6 | -6 | CC(=O)C1=C(O)C(=O)N(CCc2c[nH]c3ccccc23)C1c1ccc(C)cc1 (centres undefined)
31 | -20 | CN(C)CCNc1c2c(nc3nnnn13)CCCC2
-1 | -37 | Cc1nn(-c2ccccc2)c(C)c1C(=O)OCC(=O)NC(=O)NC1CCCCC1
31 | -17 | CC(C)N(C(=O)COC(=O)c1ccccc1C(=O)c1ccc(Cl)c([N+](=O)[O-])c1)C(C)C
2 | -38 | CCCCN(C(=O)c1cc2ccccc2o1)c1c(N)n(CCCC)c(=O)[nH]c1=O

Continued:
OX1R antag-1 | OX1R antag-2 | structure
30 | 4 | CCOc1ccc(C(=O)C(c2ccccc2)N2CCOCC2)cc1 (centres undefined)
32 | -18 | NC(=O)C1CCN(C(=O)C2CCC(=O)N(C3CCCCCC3)C2)CC1 (centres undefined)
14 | 5 | COc1ccc(-n2c(SCC(=O)O)nc3sc4c(c3c2=O)CCC4)cc1
10 | -10 | N=c1sccn1CC(=O)Nc1ccccc1Cc1ccccc1
0 | -55 | COc1ccccc1NC(=O)C(NC(=O)OC(C)(C)C)C(C)OCc1ccccc1 (centres undefined)
106* | 9 | O=C(N/N=C/c1cccc([N+](=O)[O-])c1)c1cnccn1
11 | -32 | CCCCNC(=O)CN(c1ccc(Cl)c(Cl)c1)S(C)(=O)=O
51 | -21 | Cc1nc(NCc2ccc3c(c2)OCO3)c2oc3ccccc3c2n1
6 | -12 | COC(=O)C1CCN(c2nc3ccccc3nc2C(C#N)C(=O)NCCc2ccccc2)CC1 (centres undefined)
1 | -8 | Cn1c(=O)c2c(ncn2CCN(CCO)Cc2ccccc2)n(C)c1=O
28 | -28 | COc1ccc(OC)c(Nc2nc(NCc3ccco3)nc(N)c2[N+](=O)[O-])c1
6 | 20 | CC(=O)c1c(C)[nH]c(C(=O)OCC(=O)Nc2c(C)cccc2C)c1C
13 | -42 | CCC(=O)N1CCc2cc(Br)cc(S(=O)(=O)NCCCN(CC)Cc3ccccc3)c21
9 | -8 | S=C(Nc1ccccc1)N1CCCCCCC1
6 | -3 | CCc1nnc(SCc2ccc(C(=O)OC)o2)n1N
5 | -14 | O=C(CSC(=S)N1CCCC1)c1cc(Br)cc(Br)c1O
4 | -7 | CCOc1cc(C(=S)N2CCOCC2)ccc1O
19 | -20 | Cc1ccc2ncccc2c1NS(=O)(=O)c1ccccc1
38 | -9 | NC(=O)c1ccc(Sc2nnc(-c3cccs3)n2CC2CCCO2)c([N+](=O)[O-])c1 (centres undefined)
22 | -18 | Cc1c(NC(=O)c2ccc(N3CCCC3)c([N+](=O)[O-])c2)cccc1-c1nc2ccccc2s1
27 | -16 | CCC(NC(=O)c1ccc(C#CC2(O)CCCCC2)cc1)C(=O)O (centres undefined)
5 | -15 | O=C(Cc1cccs1)Nc1nnc(SCC(=O)NC2CCCCC2)s1
31 | -5 | CCC(C)NCCOc1cc(C)cc(C)c1C (centres undefined)
34* | 26 | COc1ccccc1N(CC(=O)Nc1cc(S(=O)(=O)N(C)C)ccc1C)S(=O)(=O)c1cccs1
-7 | -15 | COc1cccc(C2C(C#N)=C(N)N(N(C)C)C3=C2C(=O)CC(C)(C)C3)c1OC (centres undefined)
18 | 5 | O=C(CC12CC3CC(CC(Br)(C3)C1)C2)NC1CCCC1
11 | -6 | CCN(C(=O)c1ccco1)c1nc(CC(=O)Nc2ccc(Cl)cc2)cs1
7 | -1 | Cc1n[nH]c(C)c1S(=O)(=O)N1CCN(c2ccccn2)CC1
5 | -6 | COc1cc(C=O)ccc1OC(=O)Nc1ccccc1
-5 | -26 | CCc1ccc(NC(=O)[C@H](C)NC(=O)C2CCN(C(=O)[C@@H](NC(=O)OC(C)(C)C)C(C)C)CC2)cc1
10 | -16 | CCOC(=O)c1ccc(-c2n[nH]c(=O)c3ccccc23)cc1
12 | -15 | O=C(CN1C(=O)/C(=C2\SC(=S)N(CCS(=O)(=O)O)C2=O)c2ccccc21)Nc1cccc(Br)c1
29 | -26 | CCOC(=O)CN1C(=O)N[C@@H](c2cccc(C(F)(F)F)c2)[C@H](C(C)=O)[C@H]1C
12 | -17 | COc1cc(C(=O)Nc2cc(-c3ccccc3)[nH]n2)cc(OC)c1OC
14 | 4 | COc1ccc(OC)c(-n2c(-c3ccc(O)cc3O)n[nH]c2=S)c1
6 | 10 | CCOC(=O)c1sc(NC(=O)c2ccc(S(=O)(=O)N3CCOCC3)cc2)cc1C
19 | -15 | CN1/C(=C\C(=O)c2cccnc2)Sc2ccccc21
-4 | -19 | C=C(C)C1CC=C(CN2CCC(C(=O)OCC)CC2)CC1 (centres undefined)
9 | -29 | CCOC(=O)c1ccc(N2C(=O)c3n[nH]c(C)c3C2c2ccccn2)cc1 (centres undefined)
6 | -14 | COc1ccccc1NC(=O)c1ccc(SCC(=O)NCc2ccccc2Cl)c([N+](=O)[O-])c1
26 | -21 | Cc1c(C(=O)c2ccc(Cl)c([N+](=O)[O-])c2)c2ccccn2c1CCC#N
6 | -17 | Cc1cccc(COCC(CC(C)C)N2CCN(C(=O)c3ccc(C(C)(C)C)cc3)CCC2=O)c1 (centres undefined)
15 | -3 | O=C1C2CC=CCC2C(=O)N1c1ccc(NCCc2ccc(Cl)cc2)c([N+](=O)[O-])c1 (centres undefined)
15 | -9 | CCOc1cc(/C=N/NC(=O)CCCC(=O)NC2CCCCC2)ccc1O
19 | -2 | COCc1cc(C)nc(SCc2nc3ccccc3c(=O)[nH]2)c1C#N
31 | -24 | COc1ccccc1Nc1ncnc2c1oc1ccccc12
3 | -10 | NC(=O)c1ccc(N2CCCCC2)c(N2C(=O)C3CC=CCC3C2=O)c1 (centres undefined)
1 | -19 | CCOC(=O)CC(NC(=O)c1cccs1)c1ccc(C)cc1 (centres undefined)
16 | -21 | CC(C)(C)NC(=O)NC(=O)CN1CCN(S(=O)(=O)c2ccc3c(c2)OCCO3)CC1
20 | -19 | O=C(Cc1cccs1)Nc1cccc(-c2nc3ccccc3[nH]2)c1
5 | -21 | CCOC(=O)NC(=O)CSc1ccc(C)cc1C
19 | -20 | Cc1cc(C)n2c(SCC(=O)NC3CCCC(C)C3C)nnc2n1 (centres undefined)
14 | -9 | CC1(C)CC(N=Cc2c(O)n(Cc3ccc4c(c3)OCO4)c(=O)c3ccccc23)CC(C)(C)N1
56* | 0 | Cc1c(C(=O)O)cccc1-c1ccc(/C=C2\SC(=O)NC2=O)o1
12 | -39 | CSc1nc(Cl)c(Cc2ccc(OCC(C)C)cc2)c(N2CCOCC2)n1
21 | 7 | Cc1cc(N2CCOCC2)nc2ccc(NC(=O)CCC(=O)N3CCN(c4cccc(C(F)(F)F)c4)CC3)cc12
14 | -16 | COc1ccc(CCN(C)S(=O)(=O)c2ccc(Cl)nc2)cc1OC
11 | -19 | C=C/C(C)=C/CC1C(=C)CCC2C(C)(C(=O)O)CCCC12C (centres undefined)
5 | -25 | CC(=O)N1N=C(c2cccs2)CC1c1ccc(Br)cc1 (centres undefined)
14 | 8 | COCc1cc(=O)n2[nH]c(C(F)(F)F)nc2n1

Entries listed so far printed as active in OX1R antag-1.
OX1R antag-1 | OX1R antag-2 | structure
106* | 9 | O=C(N/N=C/c1cccc([N+](=O)[O-])c1)c1cnccn1
34* | 26 | COc1ccccc1N(CC(=O)Nc1cc(S(=O)(=O)N(C)C)ccc1C)S(=O)(=O)c1cccs1
56* | 0 | Cc1c(C(=O)O)cccc1-c1ccc(/C=C2\SC(=O)NC2=O)o1

Reformatted: results already given
Values run as follows: OX1R antag-1 | OX1R antag-2
CC(=O)c1cc(-c2ccccc2)n(CC(=O)NC(C)(C)C)c1C
 : 15 | -12
COc1ccccc1NC(=O)NNC(=O)COc1ccc2ccccc2c1
 : 58 | 9

(more compounds)
OX1R antag-1 | OX1R antag-2 | structure
17 | -22 | COc1ccc(-c2[nH]ncc2CN2CCC(c3ccncc3)CC2)cc1F
8 | -28 | Cc1ccc(-c2nc(NCCCO)c3ccccc3n2)cc1
50* | -17 | O=S(=O)(Nc1nc2ccccc2nc1Cl)c1cccc(C(F)(F)F)c1
8 | -15 | O=C(c1ccc(F)cc1)c1ccc(OCC(=O)N2CCOCC2)cc1
30 | -8 | CC12CN3CC(C)(CN(C1)C3c1ccc([N+](=O)[O-])o1)C2=O (centres undefined)
-3 | -18 | COc1cccc(OC)c1OCC(O)CN1CCN(c2ccccc2F)CC1 (centres undefined)
